PLK1 PBD block = blocks phosphopeptide binding to human PLK1 polo-box domain. Plk1 PBD binding of FITC phosphopeptide, fluorescence polarization. Potency, µM, inactives show max response, negative = inhibition, usual class: inhibitors. AID 720504. 360,000 compounds, 2.8% hits. P53350; further: potency means the concentration at half of the fitted maximal effect; series mostly up to about 57 µM; on the % scale 0 is the no-effect control and ±100 the full control effect; nearly all actives have a fitted effect of over 65% in size
Target sequence (P53350 whole entry, looked up, the tested form may be a part): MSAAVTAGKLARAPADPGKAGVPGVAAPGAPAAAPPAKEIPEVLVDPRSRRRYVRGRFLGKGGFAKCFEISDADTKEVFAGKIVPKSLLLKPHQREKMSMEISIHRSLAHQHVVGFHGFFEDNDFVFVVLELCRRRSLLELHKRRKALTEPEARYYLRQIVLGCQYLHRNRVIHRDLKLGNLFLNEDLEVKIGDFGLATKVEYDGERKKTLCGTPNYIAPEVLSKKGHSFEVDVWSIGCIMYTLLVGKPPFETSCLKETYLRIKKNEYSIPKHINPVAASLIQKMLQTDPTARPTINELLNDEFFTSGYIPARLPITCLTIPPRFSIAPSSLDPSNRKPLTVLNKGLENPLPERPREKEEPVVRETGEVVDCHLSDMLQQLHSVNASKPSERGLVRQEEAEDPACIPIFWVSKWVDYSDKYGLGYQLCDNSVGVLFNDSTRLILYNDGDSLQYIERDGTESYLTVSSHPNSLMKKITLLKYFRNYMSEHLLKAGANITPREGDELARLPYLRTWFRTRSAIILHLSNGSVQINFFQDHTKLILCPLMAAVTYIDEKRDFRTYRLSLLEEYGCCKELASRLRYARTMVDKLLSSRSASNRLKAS
EPAC1 agonist = activates human EPAC1 exchange factor; O95398; EPAC1 agonist qHTS, biochemical assay; response scale: 100% = response to 6.5 mM cAMP; Potency, µM (titrated, usually from 154 µM), inactives show at the top dose activation, actives largely listed as activators; 360,000 compounds, 0.073% hits; further: potency means the concentration at half of the fitted maximal effect; nearly all actives have a fitted effect of over 60% in size
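Nucleotide exchange by EPAC1 (100 nM) on Rap1B–BODIPY-GDP (250 nM) in the presence of 50 uM GDP is tracked fluorescently at 480/540 nm over 30 min. Signals are normalized to a 6.5 mM cAMP control.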
EPAC1 antagonist = EPAC1 (human) antagonism | EPAC1 GEF assay, Rap1b-BODIPY-GDP exchange fluorescence | Potency, µM (series often up to 115 µM), for inactives: at the highest dose activity change, negative = inhibition, hits mostly inhibitors | O95398 | 360,000 compounds, 0.14% hits | AID 720709;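 further: potency means the concentration at half of the fitted maximal effect; plate controls were vehicle for no effect and positive control for full effect; nearly all actives have a fitted effect of over 50% in size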
IL-2 act = activates IL-2 in a cell-based reporter assay; 360,000 compounds, 0.065% hits; IL-2 activation reporter assay, cell-based qHTS; stimulated with anti-CD3/CD4/CD28 beads; in transgenic mouse T cells; activation, % (series mostly up to about 46 µM); in the data active means activation above about 50%; inconclusive means mostly about 30% to 49%; further: 0% is about no effect
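Readout: EGFP and DsRed signals by fluorescent plate cytometry. Unstimulated transgenic mouse T cells received compound 60 min before antibody-bead stimulation, then incubated 18 h at 37 degrees C.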
aSyn yeast inh = rescues yeast growth from alpha-synuclein toxicity; Potency, µM (titrated, usually from 46.1 µM), without a hit: top-dose growth rescue (activation), hits mostly activators; Yeast expressing alpha-synuclein, growth rescue, BacTiter-Glo, 24 h; 370,000 compounds, 0.14% hits; AID 652106; further: potency means the concentration at half of the fitted maximal effect; % of control where 0% means no effect; nearly all actives have a fitted effect of over 65% in size
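Galactose-induced alpha-syn yeast (OD600=0.02, raffinose-pregrown) + pinned cpd, 24 hr, 30 deg C; growth by BacTiter-Glo luminescence. Growth restoration scores as activation.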
Abeta yeast res = A-beta toxicity reversal in yeast; 410,000 compounds, 0.063% hits; yeast expressing A-beta42, growth rescue, OD600, 48 h; response scale: 0% DMSO, 100% iron-clioquinol control; Potency, µM (titrated, usually from 46.1 µM), inactives show at the highest dose growth rescue, actives largely listed as activators; further: potency means the concentration at half of the fitted maximal effect; nearly all actives have a fitted effect of over 55% in size
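Yeast A-beta toxicity model in growth medium with pinned compounds, 48 h at 30 C; growth read as absorbance at 600 nm. Normalized to FeCl3/clioquinol equimolar mix (positive) and DMSO (negative).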
FUS suppressor = FUS proteinopathy suppression in yeast; S. cerevisiae FUS-expressing, growth rescue, OD600, 24 h; Potency, µM (series often up to 76.6 µM), for the others: at the top dose growth rescue (activation), hits mostly activators; 390,000 compounds, 0.24% hits; AID 1347120;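 further: potency means the concentration at half of the fitted maximal effect; plate controls were DMSO vehicle for no effect and reference control for full effect; nearly all actives have a fitted effect of over 55% in size; some results filed as inactive show a strong effect at the top dose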
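Cultures pregrown in 2.5% raffinose medium are shifted to minimal medium containing 2% galactose to express toxic FUS. Compounds are tested at several concentrations. After 24hr at 30C, growth is quantified at 600 nm absorbance.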
PI5P4K alpha inh = blocks human PI5P4K alpha kinase activity; 330,000 compounds, 1.2% hits; max response, %; PI5P4Kalpha enzyme, ADP-Glo luminescence, 60 min; stronger effect = lower value; AID 652105; P48426; active means max response of -50% or lower; inconclusive means between -30% and -50%; inactive means -30% or higher; further: value at the top dose of about 77 µM; on the % scale 0 is the no-effect control and ±100 the full control effect
Target sequence (P48426 whole entry, looked up): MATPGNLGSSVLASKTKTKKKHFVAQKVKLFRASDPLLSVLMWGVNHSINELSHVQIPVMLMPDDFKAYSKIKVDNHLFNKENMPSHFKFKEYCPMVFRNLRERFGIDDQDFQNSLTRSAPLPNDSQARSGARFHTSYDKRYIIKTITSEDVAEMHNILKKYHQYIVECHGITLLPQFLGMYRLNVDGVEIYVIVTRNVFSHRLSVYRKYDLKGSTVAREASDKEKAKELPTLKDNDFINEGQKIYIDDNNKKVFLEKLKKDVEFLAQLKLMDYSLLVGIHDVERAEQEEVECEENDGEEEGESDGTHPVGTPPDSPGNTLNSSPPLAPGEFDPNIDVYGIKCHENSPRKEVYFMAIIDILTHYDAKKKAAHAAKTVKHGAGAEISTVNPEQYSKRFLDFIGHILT
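Reactions run in 0.038 M HEPES pH 7.4, 0.28 mM EGTA, 0.1% CHAPS and 5% DMSO, with PI5P4Kalpha, substrate, compound and 5 microM ATP final, one hour at room temperature. Readout is ADP-Glo luminescence.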
WRN inhibitor = WRN helicase (human) inhibition; 360,000 compounds, 0.46% hits; Potency, µM (doses to about 114 µM), without a hit: at the top dose activity change, negative = inhibition, usual class: inhibitors; WRN helicase unwinding, fluorescent forked duplex, kinetic; AID 651768; further: potency means the concentration at half of the fitted maximal effect; on the % scale 0 is the no-effect control and ±100 the full control effect; nearly all actives have a fitted effect of over 55% in size
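Screening of the MLSMR collection measured strand separation of a quenched forked DNA duplex (100 nM) by 20 nM WRN with 2 mM ATP, all final. Compounds were preincubated with enzyme 15 min at room temperature.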
Numbers without * were called inactive; ? = inconclusive; / = no result given; & = joins results of further samples; [ ] = remark or other dose. Unless noted, the call rests on the fitted dose curve; in most records, active means well fitted curve in the direction sought with a large enough effect; inconclusive means small, poorly fitted or top-dose-only effect, or another doubt; inactive means no such curve, though single readings can be large; an effect the other way counts as inactive or inconclusive. Rows were taken by chance. About 4.1% of those tested had a hit in this group.

SMILES	PLK1 PBD block	EPAC1 agonist	EPAC1 antagonist	IL-2 act	aSyn yeast inh	Abeta yeast res	FUS suppressor	PI5P4K alpha inh	WRN inhibitor
O=C(CCCC(=O)OCC(Cl)=C(Cl)Cl)Nc1ccccc1	-8%	9%	-25%	-5.8	-8%	-3%	31%	15	-10%
COc1cc(Cl)c(C)cc1NC(=O)CSc1nnc(-c2cccnc2)n1Cc1ccco1	-6%	6%	14%	-1.9	-1%	8%	36%	/	12%
c1csc(CNc2ncnc3ccc(-c4ccoc4)cc23)c1	/	-9%	1%	-0.5	/	-12%	1%	/	/
CCCCOc1ccc(NC(=O)C(=O)NCCCn2ccnc2)cc1	5%	-12%	7%	-0.2	-9%	-10%	/	0	-7%
COc1ccc(S(=O)(=O)N2CCC(n3cnc4ccccc43)CC2)cc1	-6%	7%	-2%	-0.5	1%	-1%	-9%	0	-1%[57.1 µM]
O=C(Nc1ccccc1F)c1ccc(CSc2ccccc2)o1	-7%	-6%	3%	-0.1	-13%	-8%	8%	0	2%
O=C(CCCNS(=O)(=O)c1cccc2nsnc12)NCCN1CCN(c2ccccc2F)CC1	-6%	2%	-6%	1.5	-4%	-2%	-9%	10	-12%
COc1cccc(-c2nc(CS(=O)(=O)CC(=O)NC3CCC(C)CC3)c(C)o2)c1 (configuration not stated)	24µM*	-27%	-27%	-4.1	18%	-4%	21%	-18	1%
CCN(CC)c1ccc(S(=O)(=O)N2CCCCC2)cc1NC(=O)C1=COCCO1	-3%	7%	-10%	-4.6	-6%	29%	15%	-1	0%
CCCCn1c(SCC(=O)NCc2ccc3c(c2)OCO3)nnc1C(CC)N(C)C (configuration not stated)	-6%	0%	5%	-4.1	-4%	4%	19%	-1	-5%
COc1c(C)cccc1C(=O)NCCCNC(=O)c1ccc(C)nc1	0%	-1%	0%	1.1	-8%	1%	10%	2	6%
Cc1cc(NS(=O)(=O)c2ccc(NC(=O)C3CCCCC3)cc2)no1	-19%	-2%	-6%	-0.4	0%	1%	1%	-8	16%
CCOC(=O)c1ccc(-c2ccc(N3C(c4ccsc4)=Cc4ccc(F)cc4C3c3c[nH]c4ccc(C#N)cc34)cc2)cc1F (configuration not stated)	5%	4%	3%	0.6	0%	-10%	?	-1	-5%
O=[N+]([O-])c1ccc(NS(=O)(=O)c2ccccc2)c(Cl)c1	-11%	-4%	0%	-0.4	-51%[inhibitor]	-93%[inhibitor]	1%	-3	-10%
CC(=O)C(Sc1nccc(-c2cccs2)n1)C(C)=O	-8%	4%	7%	2.9	-4%	-28%	-2%	-1	-25%
CCN=c1scc(-c2ccc(F)cc2)n1/N=C/c1ccccn1	-12%	13%	-23%	1.8	-12%	-6%	4%	-3	-5%
COc1cccc(NC(=O)c2ccc(S(=O)(=O)NCc3cccnc3)cc2)c1	-10%	3%	10%	-2.0	-4%	-7%	23%	-5	-3%
CC(C(=O)NC1CCCC1)N(C(=O)c1ccc(-c2ccccc2)[nH]1)c1ccccc1F (configuration not stated)	-8%	26%	4%	-3.5	7%	0%	41%	/	-18%
CN1C(=O)C2(c3ccccc31)N(C)CC(c1ccccn1)C21SC(=S)N(Cc2ccco2)C1=O (configuration not stated)	-3%	11%	-1%	-3.3	3%	-2%	29%	-1	-4%
CN(CC(=O)Nc1ccc(Cl)c(Cl)c1)C1CCCCC1	6%	3%	13%	0.6	0%	-9%	-30%	22	10%
COCc1ccc(-c2c(-c3ccccc3OC)sc3cc4c(cc23)OCO4)cc1	7%	-4%	-3%	0.3	?	-1%	-1%	14	-3%
COc1ccc(C2c3ccsc3CCN2C(C)=O)cc1 (configuration not stated)	-3%	3%	-3%	-0.2	3%	-8%	7%	7	-7%
CCOc1ccc(C(=O)CCC(=O)NCC(=O)OCc2ccccc2)cc1OCC	0%	0%	-6%	-0.3	1%	-2%	24%	3	1%
O=C(N/C=C/c1ccco1)NCc1ccccc1	?	-12%	?	0.8	17%	-17%	?	?	?
CC(C)NC(=O)C(=O)NCC(c1ccc2c(c1)OCO2)N1CCOCC1 (configuration not stated)	-10%	6%	18%	-2.0	0%	-15%	9%	3	1%
Other records
SMILES	PLK1 PBD block	EPAC1 agonist	EPAC1 antagonist	IL-2 act	aSyn yeast inh	Abeta yeast res	FUS suppressor	PI5P4K alpha inh	WRN inhibitor
O=C(CSc1cn(CC(=O)N2CCCCCC2)c2ccccc12)NCC1CCCO1 (configuration not stated)	-20%	9%	2%	-0.3	-3%	-3%	13%	-9	1%
COc1ccccc1CNC(=O)c1cnc2ccccn2c1=O	-7%	1%	1%	-0.1	-4%	-14%	-9%	0	-1%
O=C(Nc1ccc(F)cc1)C1CCCN(C2=NS(=O)(=O)c3ccccc32)C1 (configuration not stated)	3%	15%	3%	0.1	-1%	1%	6%	-3	-2%
CCOC(=O)c1csc(NC(=O)CN2CCCCC2)n1	3%	-3%	2%	1.5	3%	5%	7%	-6	5%
COc1ccc(-n2c(SCC(=O)C(C)(C)C)nc3c(sc(=S)n3-c3ccccc3)c2=O)c(OC)c1	3.8µM*	11%	?	-4.1	-8%	-7%	32%	-13	-16%
COc1ccccc1-c1c(C)oc2c(CN3CCCC(C)C3)c(O)ccc2c1=O (configuration not stated)	-5%	-4%	4%	0.0	0%	-7%	18%	5	-8%
O=C(Nc1ccc(F)cc1)c1cnc(-c2ccccc2)nc1-c1ccccc1	-6%	1%	9%	0.3	-12%	1%	46%	/	3%
Cn1c(SCC(=O)NCc2ccccc2)nc2ccccc21	-16%	-10%	?	0.2	-2%	-7%	/	11	-4%
Cc1noc(C)c1NC(=O)N1CCN(Cc2ccccc2)CC1	?	-8%	-7%	1.0	6%	-4%	6%	3	-16%
O=C1C2C3C=CC(C4CC34)C2C(=O)N1c1cc(Cl)ccn1 (configuration not stated)	-1%	-4%	12%	0.6	-2%	-2%	-9%	2	-11%
c1ccc(-n2nnnc2Oc2ccc(-c3nnco3)cc2)cc1	-1%	3%	1%	-2.5	2%	-17%	-14%	-2	4%
CCN1C(=O)C2(C(C#N)=C(N)Oc3n[nH]c(C(C)C)c32)c2ccccc21 (configuration not stated)	-6%	14%	5%	-2.0	2%	1%	19%	-3	7%
COc1cc2c(cc1OC)-c1cc(NC3CCCCC3)nc(=O)n1CC2	0%	12%	0%	-0.4	2%	0%	16%	-1	-16%
CN(C)C(=O)/C(=C/c1cn(-c2ccccc2)nc1-c1cccc([N+](=O)[O-])c1)NC(=O)c1ccccc1	-12%	-1%	17%	-3.5	-2%	1%	20%	-4	-7%
COc1ccc(NC(=O)c2cc(C3CCCCN3S(C)(=O)=O)on2)c(C)c1 (configuration not stated)	3%	1%	-17%	0.1	1%	-6%	-20%	2	-5%
CC1CCN(C(=O)COC(=O)c2ccccc2NCCO)CC1	-11%	-10%	12%	-0.3	-1%	1%	-10%	-6	4%
CC(=O)c1cccc(S(=O)(=O)N2CCN(c3ccccc3F)CC2)c1	-10%	-3%	-2%	-0.4	6%	12%	21%&24%	-1	-3%
Cc1c(O)c2ccccc2oc1=O	-2%	-7%	1%	3.5	-6%	4%	-13%	-4	3%
COC(=O)N(C)C[C@@H]1OCc2cnnn2CCCC(=O)N([C@@H](C)CO)C[C@H]1C	-18%	12%	-12%	-1.9	1%	0%	-26%	1	5%
CN1CCc2c(sc(NC(=O)c3ccc(S(=O)(=O)N4CCCCCC4)cc3)c2C(N)=O)C1	13%	5%	-6%	1.1	-13%	0%	24%	-6	4%
O=c1c2ccccc2nnn1CSc1nnc(COc2ccc(Cl)cc2)n1Cc1ccco1	-11%	-1%	10%	1.4	8%	-25%	25%	0	-8%
CCCC(C)C(=O)NCc1ccccc1OC (configuration not stated)	-3%	-5%	3%	1.6	-3%	25%	-3%	-4	-3%
C=CCn1c(-c2cccnc2Cl)nc2cc(Cl)c(Cl)cc21	-8%	2%	10%	-0.5	0%	-11%	?	/	-5%
Cc1cccc(C)c1NC(=O)CSc1nc(COc2ccccc2)nc2ccccc12	-2%	-3%	11%	-1.8	8%	1%	24%	/	4%
CCOc1cccc(C(=O)Nc2ccccc2C(=O)N2CCN(C)CC2)c1	-3%	3%	-6%	-0.1	-1%	-2%	20%	4	-15%

Records above printed as active in PLK1 PBD block.
Compound,PLK1 PBD block,EPAC1 antagonist,IL-2 act,PI5P4K alpha inh,WRN inhibitor
COc1cccc(-c2nc(CS(=O)(=O)CC(=O)NC3CCC(C)CC3)c(C)o2)c1 (configuration not stated),24µM*,-27%,-4.1,-18,1%
COc1ccc(-n2c(SCC(=O)C(C)(C)C)nc3c(sc(=S)n3-c3ccccc3)c2=O)c(OC)c1,3.8µM*,?,-4.1,-13,-16%

Further structures follow:
SMILES	PLK1 PBD block	EPAC1 agonist	EPAC1 antagonist	IL-2 act	aSyn yeast inh	Abeta yeast res	FUS suppressor	PI5P4K alpha inh	WRN inhibitor
O=C(CSc1nnc(CNC(=O)c2ccccc2F)o1)Nc1ccc2c(c1)OCO2	-18%	15%	17%	0.6	-3%	-13%	-3%	3	-5%
CCOC(=O)C1=C(O)/C(=C/c2ccc(CNC(=O)C(=O)Nc3ccc(C)cc3)o2)N=C1C	-11%	4%	?	0.7	4%	-2%	3%	?	?
CCC(c1nnnn1Cc1ccco1)N1CCN(C(=O)c2ccco2)CC1 (configuration not stated)	-17%	9%	-1%	-2.8	-3%	-6%	11%	-1	3%
O=C(OCc1nc2ccsc2c(=O)[nH]1)c1cccc(S(=O)(=O)N2CCOCC2)c1	0%	5%	3%	-2.4	-5%	1%	5%	0	-9%
CC(=O)OCCOc1nc(N(C)C)nc(N(C)C)n1	-2%	1%	-1%	-0.4	-5%	13%	3%	/	4%
CCN(CC)S(=O)(=O)c1ccc2[nH]c(=O)cc(C(=O)NCC3CCCO3)c2c1 (configuration not stated)	3%	6%	4%	1.7	-1%	3%	-4%	-2	-6%
O=S(=O)(NCc1ccc2c(c1)OCO2)c1cccc2cccnc12	-1%	-1%	-6%	0.1	8%	13%	11%	1	6%[57.1 µM]
Cc1ccc(C(=O)OCc2c(C)noc2C)cc1NC(=O)c1ccco1	0%	2%	14%	0.1	-5%	-5%	6%	-1	5%

Screening results as filed in PubChem.
